# Bioassay records deposited in PubChem BioAssay by National Center for Advancing Translational Sciences (NCATS).
# BRCA1 expr up: qHTS Assay to Identify Small Molecule Activators of BRCA1 Expression. 380,000 tested, 1.1% active. Potency, µM (series often up to 46.1 µM), inactives show top-dose activation, actives largely listed as activators. AID 624202, 2012. MCF7-BRCA1-FFLuc reporter, luminescence, 48 h; response scale: scaled: vehicle 0%, 10 µM genistein 100%; active means well fitted activation curve with a large enough effect; inconclusive means small, poorly fitted or top-dose-only effect; inactive means no such curve, though single readings can be large or run the other way; further: nearly all actives have a fitted effect of over 80% in size; some results filed as inactive show a strong effect at the top dose
#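 Luminescence from a BRCA1-driven firefly luciferase in MCF7 cells was the read-out, taken 15 min after substrate addition following 48 h compound exposure at 37 °C. Data were normalized to a 10 microM genistein control and DMSO vehicle.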
# Active calls of the source: *; ? = inconclusive. Potency means the concentration at half of the fitted maximal effect. Only part of the results is shown, so the mix of outcomes need not match the whole.
SMILES,BRCA1 expr up
O=C1OC(c2ccc(F)cc2)CC1CN1CCOCC1 (configuration not stated),-38%
Cc1ccc(C(=O)Nc2c(-c3ccccc3)nc3ccccn23)cc1,4%
Cc1cc(C)cc(CC(=O)N2CCC2(C)C(=O)NS(=O)(=O)c2ccc(C(C)(C)C)cc2)c1 (configuration not stated),5%
COC(=O)c1ccc2nc(-c3ccc(C)cc3)c(Cc3ccc(OC)cc3C)n2c1,1%
COc1ccc(-c2coc3c(C(=O)Nc4cccc(C(C)=O)c4)cccc23)c(C)c1,6%
Cc1cc(C(F)F)n2nc(C(=O)Nc3cccc(Cl)c3C)nc2n1,2%
CC(C)c1ccc(Nc2cc(C(=O)NCCc3ccccc3)c3ccccc3n2)cc1,0%
COc1ccc2cc(CNc3ccc(OC)c(OC)c3)c(=O)n(CC(=O)Nc3ccc(C)cc3)c2c1,-11%
CCCCN(C)c1c(C)nc2ccc(C(=O)N(C)CCN(C)C)cn12,-2%
COc1ccccc1CNC(=O)C1CCCN(S(=O)(=O)c2ccc3c(c2)oc(=O)n3C)C1 (configuration not stated),-7%
CC1=C(C(=O)N(C(C)C)C(C)C)CC(CC(=O)NCc2cccs2)C(=O)N1CCC1=CCCCC1 (configuration not stated),-22%
CC(O)(c1ccccc1)[N+]1(CC(=O)c2ccccc2)C=CC=C1 (configuration not stated),4%
COc1cccc(-c2ccnc3c(-c4ccccc4)c(C)nn23)c1,11µM*
COc1ccc(NC(=O)c2cc(C3CCCCN3C(=O)C3CCCCC3)on2)c(C)c1 (configuration not stated),-7%
CCc1cccc(NC(=O)Cn2nc(CC)n3c(cc4cc(C)ccc43)c2=O)c1,-11%
COc1ccc(OC)c(CCNC(=O)c2c(C)oc3ncn(CC(C)C)c(=O)c23)c1,0%
COc1ccc(C(=O)c2[nH]c(N)c(C(=O)NCCc3c[nH]c4ccccc34)c2-c2c(F)cccc2Cl)cc1,-43%
Cc1ccccc1OCC(=O)Nc1ccc2nc(SCc3ccccc3)sc2c1,31%
COc1ccc(CCNC(=O)CCn2c(=O)c3ccccc3n(CC(=O)Nc3ccc(C)cc3C)c2=O)cc1OC,4%
CCc1nc2c(OCC=C(C)C)cccn2c1N(C)C(=O)c1ccccc1F,0%
O=C1c2ccccc2C(c2nnnn2-c2ccc3c(c2)OCCO3)N1CCc1ccccc1F (configuration not stated),-32%
CSc1ccc(/C=C2\C=Cc3ccc([N+](=O)[O-])cc32)cc1,0%
CC1(C(=O)NS(=O)(=O)C2CC2)CCCN(C(=O)Cc2ccc3ccccc3c2)C1 (configuration not stated),-8%
COc1c(C)cc(C(O)c2ncc(-c3ccccc3)[nH]2)cc1C (configuration not stated),0%
CCCCc1c(-c2ccccc2)ncn1CCc1ccccc1OC,-18%
CN(CCc1ccccc1)C(CCc1ccccc1)C(=O)Nc1ccc2c(c1)OCCO2 (configuration not stated),8%
O=C(CCCCCn1c(=O)[nH]c2ccsc2c1=O)NCc1ccccc1,-27%
O=C(CSc1nc2ccccc2n1Cc1ccccc1F)NCc1ccccc1,-1%
Clc1cccc(-c2ccc3nccn3c2)c1Cl,0%
CCCCNc1ncnc2oc(-c3ccco3)c(-c3ccco3)c12,-48%
COC(=O)C1CCN(C2CN(Cc3ccc(F)cc3)S(=O)(=O)C2)CC1 (configuration not stated),7%
Cc1cc(C)c2nc(NC(=O)c3ccc(S(=O)(=O)N4CCCC4)cc3)sc2c1,11%
Cc1ccccc1S(=O)(=O)NC(=O)C1(C)CCN1C(=O)C(C)(C)c1ccccc1 (configuration not stated),8%
Cc1cc(C)c2c(CN(Cc3ccccc3)Cc3ccccc3)cc(=O)oc2c1,-13%
CCOc1cccc(C2C=C(c3ccc4c(c3)OCO4)NC(c3ccc(Br)cc3)N2)c1O (configuration not stated),-24%
COCCn1c(SCC(=O)c2ccc(F)cc2)nc2cc(C(=O)NC3CCCC3)ccc2c1=O,16%
Cc1cc(C(=O)Nc2ccc(-n3c(C)nc4ccccc4c3=O)cc2)ccc1[N+](=O)[O-],5%
Cc1c2ccccc2cc[n+]1C,1%
CCc1ccc(OCC2c3cc(OC)c(OC)cc3CCN2C(=O)c2ccc(S(=O)(=O)N3CCCC3)cc2)cc1 (configuration not stated),-12%
C[C@@H]1CN([C@H](C)CO)C(=O)CCCn2cc(nn2)CO[C@H]1CN(C)C(=O)c1ccncc1,2%
COc1ccc(C2C(C(=O)Nc3ccc(C)cc3C)=C(C)Nc3nc(SCc4cccc(C)c4)nn32)c(OC)c1 (configuration not stated),0%
COc1ccc(OC)c(NC(=O)Cn2ccc3ccccc3c2=O)c1,-9%
CN(C)c1ccc(-c2ccc(CCO)cc2)cc1,?
COc1ccc(CN2C[C@@H](CO)O[C@@H](n3cnc4c(NCCCO)ncnc43)C2)cc1,9%
COc1cc(-c2cc3nc(NCc4cccs4)ccn3n2)cc(OC)c1OC,-63%
CCOC(=O)CSc1nc2c([nH]c3ccccc32)c(=O)n1-c1ccc(OCC)cc1,-3%
CCN1C(=O)c2ccccc2S(=O)c2ccc(C(=O)N3CCN(c4ccccc4OC)CC3)cc21 (configuration not stated),-13%
O=C(Nc1ccc(O)c(-c2nc3ccccc3o2)c1)c1cccs1,14%
Cc1cc(C)[n+](C)c2ccccc12,5%
COc1ccc(C(=O)Nc2ccc3nc4c(c(Nc5ccccc5OC)c3c2)CCCC4)c(OC)c1,5%
# Remaining list, next part.
SMILES,BRCA1 expr up
Cc1cccc(S(=O)(=O)NC(=O)C2(C)CCN2C(=O)C/C=C/c2ccccc2)c1 (configuration not stated),5%
O=C1NC[C@@H](CCCCN2CCN(CCc3ccc(O)cc3)C(=O)C2=O)N(CCC2CCCCC2)C1=O,17%
Cc1ccccc1-c1cc2nc(NCc3ccc4occc4c3)n(C)c(=O)c2s1,-52%
Nc1nc2c(ncn2[C@@H]2O[C@H](CNC(=O)[C@H](N)Cc3cncn3COCc3ccccc3)[C@@H](O)[C@H]2O)c(=O)[nH]1,7%
CCOC(=O)CC(NC(=O)c1cc2cc(Cl)ccc2oc1=O)c1ccc(C)cc1 (configuration not stated),9%
COc1ccccc1CCNC(=O)C1CCN(c2nc3ccccc3nc2C(F)(F)F)CC1,-6%
c1ccc2nc(-c3cc4ccccc4s3)ccc2c1,18%
Cc1ccc(S(=O)(=O)N2C[C@H]3C(=O)C[C@@H]4C(=O)N(c5ccccc5)C(=O)[C@@H]4[C@@H]3C[C@@H]2c2ccccc2)cc1,7%
O=S1(=O)C=C[C@@H](CO)N1Cc1ccc(Br)cc1,4%
NC(Cc1ccc(C(F)(F)F)cc1)c1csc(Nc2ccccn2)n1 (configuration not stated),-6%
CC1(C(=O)NS(=O)(=O)c2ccc(Cl)s2)CCN1C(=O)c1ccccc1CCc1ccccc1 (configuration not stated),0%
CC1=C(C(=O)N(C)C)CC(CC(=O)NCCCN(C)C)C(=O)N1CCCN1CCCC1=O (configuration not stated),16%
COc1ccc(-n2c(SCc3nc(-c4ccc(Cl)cc4)no3)nnc2-c2ccncc2)cc1,-2%
CCC(CC)C(=O)Nc1nnc2n1CCS2,3%
CC(=O)NC(Cc1ccc(O)cc1)C(=O)NCC(N)C(=O)c1ccccc1 (configuration not stated),29%
CC(C)(C)c1ccc(-c2nnc(-c3ccccc3NC(=O)c3cccc(C(F)(F)F)c3)o2)cc1,14%
COc1ccc2cc(CNc3ccccc3)c(=O)n(CC(=O)Nc3ccc(C(C)=O)cc3)c2c1,0%
COc1ccc(CNC(=O)Nc2nnc([C@H]3C[C@H](O)[C@@H](CO)O3)s2)cc1,4%
CCOC(=O)C1(C)CCCN(C(=O)c2cccc3ccccc23)C1 (configuration not stated),-4%
NC[C@H]1O[C@@H](n2ccc(N)nc2=O)[C@H](O)[C@@H]1O,16%

# Some of the entries so far, as tab-separated lines.
compound	BRCA1 expr up
CC1(C(=O)NS(=O)(=O)C2CC2)CCCN(C(=O)Cc2ccc3ccccc3c2)C1 (configuration not stated)	-8%
COc1c(C)cc(C(O)c2ncc(-c3ccccc3)[nH]2)cc1C (configuration not stated)	0%
CCCCc1c(-c2ccccc2)ncn1CCc1ccccc1OC	-18%
CN(CCc1ccccc1)C(CCc1ccccc1)C(=O)Nc1ccc2c(c1)OCCO2 (configuration not stated)	8%
O=C(CCCCCn1c(=O)[nH]c2ccsc2c1=O)NCc1ccccc1	-27%

# Remaining list, next part
SMILES,BRCA1 expr up
Cc1oc2ncn(CC(C)C)c(=O)c2c1C(=O)NCCCN(C)Cc1ccccc1,8%
Cc1cc2nc(NC(=O)c3ccc(S(=O)(=O)N4CCOCC4)cc3)sc2cc1C,11%
CCCCn1nnnc1C(c1ccccc1)N1CCN(c2ccccc2)CC1 (configuration not stated),-8%
CCOC(=O)c1ccccc1NC(=O)CN(c1cc(C(F)(F)F)ccc1Cl)S(C)(=O)=O,-25%
CCCNC(=O)C1(C)CCN(C(=O)C(c2ccccc2)c2ccccc2)C1 (configuration not stated),0%
Cc1ccc(C)c(N(C)C(=O)c2cc3c(s2)-c2ccccc2OC3)c1,-12%
O=C(CSc1nc2c([nH]c3ccccc32)c(=O)n1-c1cccc(C(F)(F)F)c1)N1CCCC1,-11%
Cc1ccc(C)c(NC(=O)C2CCN(c3nn4c(=O)cc(C)nc4s3)CC2)c1,0%
CC1(C)OC(=O)C2=C(C[C@@H](C3CCCCC3)O[C@@H]2c2ccc(Cl)cc2)O1,-2%
N#Cc1ccc(-c2nc3c4ccccc4ccn3c2CC2CCCCC2)cc1,6%
Cc1ccc(-n2c(=O)c3cccnc3n2CC(=O)NCc2ccc(Cl)cc2)cc1,0%
COc1ccccc1CCC(=O)Nc1ccc2c(c1)c(=O)n(C)n2Cc1cccc(C(F)(F)F)c1,-44%
CC1(C(=O)NS(=O)(=O)Cc2cccc(Cl)c2)CCN1C(=O)c1ccc(C2CCCCC2)cc1 (configuration not stated),6%
COc1ccccc1CNCCSc1nnnn1C,-2%
O=C(CC(=O)Nc1ccccc1F)Nc1ccc2nc3n(c(=O)c2c1)CCCCC3,0%
Cn1cc(S(=O)(=O)N2CCCCCC2)cc1C(=O)N1CCN(c2cccc(Cl)c2)CC1,0%
Cc1cccc(C(=O)Nc2c(C(=O)N3CCN(c4ccc(F)cc4)CC3)oc3ccccc23)c1,-5%
Nc1nc2cc(Cl)ccc2n1N,-15%
CCCCC(=O)N(C)c1c(CC)nc2c(OCCOC)cccn12,13%
CCOc1ccc(CCNC(=O)c2cc3c(=O)n(CC)c4ccccc4c3s2)cc1OCC,0%
COc1cccc(CN2C(=O)c3ccccc3Sc3ccc(C(=O)N(C)Cc4ccccc4)cc32)c1,-50%
CC1(C(=O)NS(=O)(=O)c2ccc(Br)cc2)CCN1C(=O)c1cccc(F)c1 (configuration not stated),10%
Cc1ccc(C(O)c2ncc(-c3cccc(C(F)(F)F)c3)[nH]2)cc1F (configuration not stated),-52%
COc1ccc(-c2nc3ccccc3s2)cc1NC(=O)c1ccccc1F,-6%
O=C(CSc1ncc(CO)n1Cc1ccccc1)Nc1nc2ccccc2s1,-22%
COc1cc(CNc2ncnc3c2ncn3[C@H]2CN(Cc3ccc(C(=O)O)cc3)C[C@@H](CO)O2)cc(OC)c1OC,0%
COc1ccc2c(c1)c1nnc(SC)nc1n2Cc1ccccc1,-1%
Cc1nc(NC(=O)C(C)(C)C)sc1-c1nc(N)sc1-n1cc(-c2ccccc2)nn1,20%
CCCS(=O)(=O)NC(=O)C1(C)CCCN(C(=O)c2cc(-c3ccccc3)cs2)C1 (configuration not stated),47%
CC(=O)N1CCc2c(sc3c2c(=O)n(-c2ccccc2)c(=O)n3CC(=O)c2ccc(F)cc2)C1,-26%
CNC(=O)COc1ccc(NC(=O)c2ccc(-c3nn(C)c(=O)c4ccccc34)cc2)cc1,3%
CCCCc1c(-c2ccc(OC)cc2)ncn1CCc1ccccc1OC,-50%
CC(=NOC(=O)c1ccc(F)cc1)c1nccs1,8%
CC(=O)Nc1ccc(CN(C)c2c(C)nc3ccc(C(=O)Nc4ccc(Cl)c(Cl)c4)cn23)cc1,-18%
CCn1ccc2cc(S(=O)(=O)N3CCCN(C(=O)Nc4cccc(Cl)c4)CC3)ccc21,-38%
CC1(C(=O)NS(=O)(=O)c2ccc3ccccc3c2)CCN1C(=O)C1(c2ccc(Cl)cc2)CCC1 (configuration not stated),-3%
CCOc1ccc(NC(=O)CCS(=O)(=O)c2cc3c4c(c2)CCN4C(=O)CC3)cc1,3%
CN(C)c1ccc(/C=C/c2cc[n+](C)c3ccc4ccccc4c23)cc1,-2%
CCS(=O)(=O)N1CCC2(CC1)OC(=O)C(C)=C2C(=O)NCc1ccc(OC)c(OC)c1,24%
Cc1ccc2c(c1)C(=O)OC(C(=O)Nc1ncc(Cc3ccc(Cl)cc3)s1)C2 (configuration not stated),1%
CC1(C(=O)NS(=O)(=O)c2ccccc2C(F)(F)F)CCN1C(=O)COc1ccc(Cl)cc1 (configuration not stated),25%
O=C(C1CCC1)N1CCc2cc(S(=O)(=O)NCc3ccc(F)cc3)ccc21,-7%
COc1cc(C(=O)N2CCNC(=O)C2CC(=O)Nc2ccc(C)c(C)c2)cc(OC)c1OC (configuration not stated),-7%
CCc1nc2c(OCc3cccc(OC)c3)cccn2c1N(C)C(=O)c1ccc(OC)cc1,-6%
CCN(CC)c1cc(C)c2cc(NC(=O)c3cccc(F)c3)ccc2n1,-25%

# Among those listed so far, these contain a furan ring, fused or not.
SMILES,BRCA1 expr up
COc1ccc(-c2coc3c(C(=O)Nc4cccc(C(C)=O)c4)cccc23)c(C)c1,6%
COc1ccc(OC)c(CCNC(=O)c2c(C)oc3ncn(CC(C)C)c(=O)c23)c1,0%
CCCCNc1ncnc2oc(-c3ccco3)c(-c3ccco3)c12,-48%
Cc1ccccc1-c1cc2nc(NCc3ccc4occc4c3)n(C)c(=O)c2s1,-52%
Cc1oc2ncn(CC(C)C)c(=O)c2c1C(=O)NCCCN(C)Cc1ccccc1,8%
Cc1cccc(C(=O)Nc2c(C(=O)N3CCN(c4ccc(F)cc4)CC3)oc3ccccc23)c1,-5%
